CaV13 ICDI inh = Disruptors of the CACNA1D IQ motif to Ca2+-dependent inactivation inhibitor domain association, primary screening, Förster resonance energy transfer in intact living … | HEK cells, CFP/YFP FRET ICDI-IQ, plate reader, 10 min; percent FRET-ratio fall versus neutral wells | inhibition, % at 12.3 µM | 0.098% of 340,000 active;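 active means mean replicate inhibition of at least 30% and at least 1% of replicates passing that level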;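 further: 0% = median of the neutral control wells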
ABCB6 inh MLPCN = ABCB6 transporter inhibitors, primary screen, K562-ABCB6 cells, flow cytometry, MLPCN library; ATP-binding cassette sub-family B member 6 (Homo sapiens), Q9NP58; K562-ABCB6 porphyrin accumulation, 1 h; stronger effect = lower value; fluorescence ratio to DMSO, % at 10 µM; 0.19% of 360,000 active; AID 602162, 2011;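 active means fluorescence ratio to DMSO below 75%, the collection mean minus 3 SD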;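 further: signal is porphyrin accumulated inside mitochondria; 100% equals median channel fluorescence of DMSO control wells; lower ratio means ABCB6 inhibition with less porphyrin fluorescence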
Exocytosis inh = LAMP-1 surface exposure blockers, TALL-104 cells – cell-based, flow cytometry, MLPCN library, primary screen; TALL-104 LAMP-1 surface exposure; cells stimulated with thapsigargin and PMA; inhibition, % at 10 µM; 0.66% of 360,000 active; AID 651702, 2012;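 active means inhibition above about 55%, limit read from the data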
MC4R antag cAMP = MC4R antagonists of cAMP signaling, primary screen, cell-based, TR-FRET, antagonist arm of biased-ligand search. inhibition, % at 6.5 µM. 0.48% of 360,000 active. Melanocortin receptor 4 (Homo sapiens), P32245. MC4R-expressing cells, MTII-stimulated cAMP, LANCE TR-FRET;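 active means inhibition above its plate's cutoff, the mean of tested wells on that plate plus 3 SD, cut at about 29% in these data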;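 further: 0% = Melanotan II alone and 100% = Melanotan II plus saturating MCL0020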
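Assay system: U2OS cells stably expressing human melanocortin 4 receptor (MC4R) / Dosing: 6.5 µM / Timing: compound 30 min, challenge 1 h, detection 1 h / Measured by: Eu-cAMP/anti-cAMP TR-FRET, emission 671 nm / Replicates: singlicate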
PDI inh = inhibitors of human PDI, primary screen, biochemical, turbidity, single point, plate reader; PDI insulin aggregation turbidity, A650, 90 min; inhibition, % at 10 µM; 0.052% of 350,000 active; AID 588391, 2011;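 active means mean inhibition across replicates of 30% or more, whatever share of single replicates reach that level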;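 further: absorbance from insulin aggregation driven by PDI reduction with DTT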
Target sequence (P07237 whole entry, looked up): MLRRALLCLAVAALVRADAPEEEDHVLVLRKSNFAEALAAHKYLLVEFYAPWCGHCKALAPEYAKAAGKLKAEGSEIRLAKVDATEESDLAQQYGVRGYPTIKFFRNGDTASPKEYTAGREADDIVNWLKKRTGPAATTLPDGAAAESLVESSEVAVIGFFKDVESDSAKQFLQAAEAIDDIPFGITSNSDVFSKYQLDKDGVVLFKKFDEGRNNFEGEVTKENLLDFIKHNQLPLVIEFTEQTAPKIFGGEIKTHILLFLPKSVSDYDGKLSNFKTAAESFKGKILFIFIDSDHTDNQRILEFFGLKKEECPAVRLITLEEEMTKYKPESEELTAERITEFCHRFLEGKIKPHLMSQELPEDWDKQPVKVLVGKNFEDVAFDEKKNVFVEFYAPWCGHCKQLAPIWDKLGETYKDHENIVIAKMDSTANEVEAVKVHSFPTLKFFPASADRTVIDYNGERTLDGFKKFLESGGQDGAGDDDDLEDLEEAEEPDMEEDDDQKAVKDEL
HTR2A ag = mouse Htr2a agonists via beta-arrestin recruitment, primary screen, cell-based, luminescence; CHO-K1 mHTR2A beta-arrestin complementation; percent of 30 µM serotonin response; activation, % at 7.6 µM; 0.66% of 360,000 active; AID 624169, 2012;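 active means activation above a run cutoff, the mean activation of all tested compounds plus 3 SD, cut at about 14% in these data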;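 further: 0% = plate median of compound wells and 100% = 30 µM serotonin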
Target sequence (P35363 whole entry, looked up): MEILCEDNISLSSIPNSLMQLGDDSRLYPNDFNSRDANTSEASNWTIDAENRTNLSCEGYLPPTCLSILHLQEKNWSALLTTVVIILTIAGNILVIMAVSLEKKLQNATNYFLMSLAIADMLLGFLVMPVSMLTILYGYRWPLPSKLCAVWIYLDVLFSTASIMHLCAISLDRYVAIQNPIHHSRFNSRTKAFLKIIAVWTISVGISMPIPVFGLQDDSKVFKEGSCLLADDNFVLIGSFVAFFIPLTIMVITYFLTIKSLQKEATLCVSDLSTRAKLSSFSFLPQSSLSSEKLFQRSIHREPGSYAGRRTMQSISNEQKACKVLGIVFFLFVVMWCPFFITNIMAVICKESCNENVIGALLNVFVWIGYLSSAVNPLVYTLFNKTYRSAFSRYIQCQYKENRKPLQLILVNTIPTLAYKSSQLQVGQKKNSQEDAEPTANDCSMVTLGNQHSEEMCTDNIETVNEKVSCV
Glyco luc inh = increase of ERlucT glycosylation luciferase signal, primary screen, N-linked glycosylation inhibitor project, D54 ERlucT cells, luminescence, set 2; D54 ERlucT glycosylation luciferase reporter, 24 h; percent of 100 nM tunicamycin response; reporter increase, % at 12.5 µM; 0.23% of 360,000 active; AID 588692, 2011;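 active means mean luciferase reporter signal, scaled so untreated is 0 and the glycosylation-blocking control 100, at or above a set limit in every replicate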;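 further: luciferase carries N-glycosylation sites so blocking glycosylation raises the light; 0% = median of neutral control wells and 100% = median of 100 nM tunicamycin wells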
MC4R barr agon = MC4R agonists recruiting beta-arrestin, primary screen, cell-based, luminescence, agonist arm of biased-ligand search | Melanocortin receptor 4 (Homo sapiens), P32245 | U2OS MC4R beta-arrestin complementation; percent of melanotan II response, DMSO zero | activation, % at 8.9 µM | 0.98% of 360,000 active | AID 540308, 2011;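 active means activation above a per-plate cutoff, the mean activation of sample wells on that plate plus 3 SD, cut at about 8% in these data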
Cardio protect = cardioprotection against H2O2-induced cell death, primary screen, uHTS, H9c2 cells, ATPLite luminescence; H9c2 cardiomyocytes, H2O2 injury protection, 2 h; protection from H2O2 cell death, % at 20 µM; 0.63% of 360,000 active;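 active means compounds giving at least 50% protection of heart cells from peroxide-induced death in the single-dose screen, raw or plate-pattern-corrected value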;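 further: 0% = DMSO wells with peroxide and 100% = DMSO wells without peroxide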
ABHD5 PLIN5 PPI = ABHD5-PLIN5 interaction inhibitors, primary screen, cell lysate, split luciferase complementation, luminescence; Perilipin-5 (Homo sapiens) + 1-acylglycerol-3-phosphate O-acyltransferase ABHD5 (Homo …; Split G. princeps luciferase complementation, 4 h; inhibition, % at 4 µM; 0.78% of 360,000 active; AID 602281, 2012;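 active means inhibition above the mean inhibition across every tested compound plus 3 SD, cut at about 22% in these data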;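 further: 0% = DMSO only wells and the 100% control is not disclosed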
* hit, by the source's call; / = not tested or not shown.

SMILES | CaV13 ICDI inh | ABCB6 inh MLPCN | Exocytosis inh | MC4R antag cAMP | PDI inh | HTR2A ag | Glyco luc inh | MC4R barr agon | Cardio protect | ABHD5 PLIN5 PPI
Cc1c(C(=O)OCC(=O)Nc2c(C)n(C)n(-c3ccccc3)c2=O)oc2ccccc12 | 4 | 102 | 1 | -2 | 2 | 4 | 1 | -2.2 | -1 | -6
N=C1C(c2ccccc2)=C(O)CN1c1cccc(O)c1 | 2 | 97 | -3 | 22 | 2 | 9 | 0 | -0.9 | 0 | -5
COc1ccc(NS(=O)(=O)c2cc(NC(=O)C3=NN(c4ccccc4)C(=O)CC3)ccc2C)cc1 | -3 | 101 | -3 | 11 | -11 | 1 | -2 | -0.2 | 13 | 1
CC(NC(=O)CCc1ccc(S(=O)(=O)NC2CCCCC2)cc1)c1ccccc1 (stereo unspecified) | / | 95 | -2 | 0 | 1 | -8 | 2 | -2.6 | -17 | -9
CCn1c(SCC(=O)OCc2ccccc2)nnc1-c1ccco1 | -7 | 99 | -1 | 12 | 5 | 1 | 1 | -1.4 | 0 | 9
CC1CCCC(C)N1C(=O)COC(=O)c1ccccc1O (stereo unspecified) | -5 | 94 | 3 | 2 | 1 | 4 | 1 | -1.7 | 3 | 8
COc1ccc(N2C(=O)CSC2c2cccc(F)c2)c(OC)c1 (stereo unspecified) | -5 | 94 | -1 | 8 | 4 | 3 | 1 | -0.3 | -2 | 3
COc1cccc(CN2CCN(C(=O)C3CCC(=O)N(C4CCCC4)C3)CC2)c1 (stereo unspecified) | -13 | 100 | 4 | 3 | -1 | -2 | 0 | -3.9 | 4 | -1
CCOc1ccc(C(=O)NCC(=O)OCc2c(F)cccc2Cl)cc1OCC | -4 | 94 | 1 | 10 | 3 | 3 | 0 | 2.6 | 0 | -7
c1coc(C2=NCCc3ccccc32)c1 | -6 | 103 | -11 | -3 | 0 | 6 | 2 | 0.4 | -4 | 1
Cc1noc(C)c1S(=O)(=O)N(C)C[C@H]1Oc2c(NC(=O)NC(C)C)cccc2C(=O)N([C@H](C)CO)C[C@@H]1C | -6 | 92 | -6 | 12 | 9 | -4 | -2 | -0.4 | 4 | -3
N#CC1(NC(=O)CSc2nnc(Cc3ccccc3)o2)CCCCC1 | -5 | 92 | 4 | -9 | 21 | -2 | 0 | -0.1 | 5 | 9
CSc1ccccc1NC(=O)CN1CCN(Cc2ccccc2)CC1 | / | 100 | 2 | 5 | 1 | -6 | 0 | -1.8 | -2 | 0
CC(C)c1ccc(-n2cnn(-c3ncccc3[N+](=O)[O-])c2=O)cc1 | 6 | 96 | 5 | 14 | 17 | -3 | -11 | -3.1 | -13 | 0
COc1ccccc1NC(=O)c1cccc(N2C(=O)C3C4C=CC(C4)C3C2=O)c1 (stereo unspecified) | -4 | 103 | -1 | 4 | 0 | 10 | 1 | -1.0 | 1 | -2
CC(C)c1ccc(N2C(=NC(=O)C3CCCO3)SC3CS(=O)(=O)CC32)cc1 (stereo unspecified) | -2 | 97 | 7 | 3 | 5 | -3 | 0 | -2.2 | -1 | 0
CCc1ccc(OCC(=O)NNC(=O)C2CCN(c3ncnc4sc(C)c(C)c34)CC2)cc1 | -5 | 101 | -14 | -2 | -4 | -2 | -3 | -2.9 | 4 | 4
Cn1ccnc1SCC(=O)Nc1ccc(F)c([N+](=O)[O-])c1 | -2 | 102 | 6 | 12 | -4 | 7 | -1 | -4.1 | 7 | 4
Nc1nc(C(=O)N2CCOCC2)nn1S(=O)(=O)c1ccc(Cl)cc1 | -5 | 100 | 2 | 2 | 4 | 6 | 2 | 0.6 | 6 | 0
CC(C)C1CC(CCN)(c2ccccc2)CCO1 (stereo unspecified) | -4 | 100 | 1 | 26 | -2 | -6 | 1 | -2.1 | -2 | -1
CS(=O)(=O)NCCC1=CCCCC1 | -4 | 100 | -2 | -1 | 1 | -5 | 0 | -0.7 | -1 | -7
CN(C)CCC(C(=O)c1ccccc1)c1cccnc1 (stereo unspecified) | -6 | 92 | 6 | 0 | 4 | -2 | -6 | -1.8 | -3 | 4
O=[N+]([O-])c1cccc(-c2nnc(SCc3cccnc3)o2)c1 | -7 | 100 | -4 | 13 | 20 | -3 | 1 | 0.0 | 5 | 4
Cc1ccc2c(c1C)-c1c(ccc(C)c1C)C(=O)C2=O | -3 | 95 | 106* | -30 | 12 | 0 | -15 | 3.8 | -16 | 52*
CC(C)c1ccc(NC2CCCN(C(=O)CN3CCOC3=O)C2)cc1 (stereo unspecified) | -3 | 96 | 2 | -3 | 8 | -2 | -1 | -2.8 | 2 | 3

A portion of the results above, for reference:
SMILES | CaV13 ICDI inh | ABCB6 inh MLPCN | Exocytosis inh | MC4R antag cAMP | PDI inh | HTR2A ag | Glyco luc inh | MC4R barr agon | Cardio protect | ABHD5 PLIN5 PPI
Cc1ccc2c(c1C)-c1c(ccc(C)c1C)C(=O)C2=O | -3 | 95 | 106* | -30 | 12 | 0 | -15 | 3.8 | -16 | 52*
CC(C)c1ccc(NC2CCCN(C(=O)CN3CCOC3=O)C2)cc1 (stereo unspecified) | -3 | 96 | 2 | -3 | 8 | -2 | -1 | -2.8 | 2 | 3

An excerpt from above in order of the ABCB6 inh MLPCN value, smallest number first.
Molecule,CaV13 ICDI inh,ABCB6 inh MLPCN,Exocytosis inh,MC4R antag cAMP,PDI inh,HTR2A ag,Glyco luc inh,MC4R barr agon,ABHD5 PLIN5 PPI
N#CC1(NC(=O)CSc2nnc(Cc3ccccc3)o2)CCCCC1,-5,92,4,-9,21,-2,0,-0.1,9
COc1cccc(CN2CCN(C(=O)C3CCC(=O)N(C4CCCC4)C3)CC2)c1 (stereo unspecified),-13,100,4,3,-1,-2,0,-3.9,-1
Cn1ccnc1SCC(=O)Nc1ccc(F)c([N+](=O)[O-])c1,-2,102,6,12,-4,7,-1,-4.1,4

The listing continues.
SMILES | CaV13 ICDI inh | ABCB6 inh MLPCN | Exocytosis inh | MC4R antag cAMP | PDI inh | HTR2A ag | Glyco luc inh | MC4R barr agon | Cardio protect | ABHD5 PLIN5 PPI
Cc1ccccc1NC(=S)/C(=C(\[O-])c1ccc(C)c([N+](=O)[O-])c1)[n+]1ccccc1 | -6 | 89 | -3 | 17 | 13 | -4 | 2 | -1.7 | 2 | -16
O=C(NCCCN1CCN(c2cccc(Cl)c2)CC1)c1ccc(N2CCCC2=O)cc1 | -6 | 117 | 2 | 3 | -7 | 4 | -2 | -0.3 | 4 | 7
COc1ccc(Cl)cc1NC(=O)CSc1cccc[n+]1[O-] | -2 | 96 | -10 | 6 | 4 | 1 | 2 | -3.2 | -2 | 0
c1nc(Nc2ccc(N3CCOCC3)cc2)c2ccsc2n1 | -2 | 96 | 12 | -1 | 4 | 0 | -2 | -0.4 | -2 | 0
CCCN1CCN(C(=O)c2cc(COc3ccc(F)c(F)c3)on2)CC1 | -3 | 97 | 5 | -1 | -3 | -4 | -3 | -1.0 | -2 | 1
CC(Sc1ccccc1)C(=O)N1CCN(S(=O)(=O)c2ccccc2)CC1 (stereo unspecified) | -2 | 91 | -2 | 22 | 4 | 4 | 1 | 1.8 | 0 | -4
COc1cccc(NC(=O)CN(C)C(=O)c2cc(-c3ccc(C)o3)nc3ccccc23)c1 | -16 | 95 | -2 | 21 | -12 | 1 | 1 | 0.0 | 26 | 20
COc1ccc(NC(=O)/C=C/c2cc(Br)ccc2OC)cc1 | / | 96 | -5 | 4 | 11 | -9 | -2 | 0.5 | -5 | 8
CCCCCCc1c(O)nc(SCCN2CCOCC2)[nH]c1=O | -7 | 98 | 2 | -4 | 0 | 5 | 2 | 3.1 | 9 | 5
CN1CCC(=O)N([C@H](CO)c2ccccc2)CC1 | 3 | 98 | -5 | 1 | -8 | 4 | 3 | -0.9 | 7 | 9
CN(C)S(=O)(=O)c1ccc(C(=O)Nc2cc(S(=O)(=O)Nc3ccccc3Cl)ccc2N2CCCCC2)cc1 | -3 | 93 | -6 | 8 | -18 | 9 | -9 | -3.0 | 8 | 4
Cc1cc(/C([O-])=C(/C(=S)Nc2ccc(F)cc2)[n+]2ccccc2)c(C)n1Cc1ccccc1Cl | -6 | 91 | 0 | 0 | -35 | 0 | -5 | -2.0 | -4 | -15
Cc1cc(OCC(=O)N2CCC[C@@H]2C(=O)O)c2c(C)c(C)c(=O)oc2c1 | / | 99 | -10 | 6 | / | -1 | 2 | 1.4 | -2 | -1
Cc1cc([N+](=O)[O-])c(N2CCC[C@@H]2C(=O)O)c([N+](=O)[O-])c1 | -4 | 102 | 1 | 5 | -5 | 0 | 4 | -0.6 | 0 | 6
COc1ccc(N2CCN(c3ccnc4cc(Cl)ccc34)CC2)cc1 | -4 | 102 | 30 | 19 | 1 | -3 | -2 | 2.5 | -6 | 9
O=C(NCC(c1cccs1)N1CCOCC1)c1cc2ccccc2o1 (stereo unspecified) | -8 | 97 | -2 | 0 | -4 | 5 | -2 | 0.1 | 3 | 1
CCn1c(=O)cc(N2CCN(C(=O)c3ccco3)CC2)[nH]c1=O | -2 | 99 | -1 | -5 | 0 | 6 | 1 | -1.3 | -8 | 2
CCCCOCCCNC(=O)N[C@H](C(=O)O)C(C)CC (stereo partly specified) | 3 | 103 | 0 | 19 | 3 | 1 | 1 | -2.3 | 0 | 0
CC(C)c1cc(C(=O)N2CCCC(CCC(=O)N3CCN(c4ccccn4)CC3)C2)no1 (stereo unspecified) | -3 | 101 | -1 | 5 | -12 | -1 | -2 | 4.5 | 17 | 2

Rewritten with each value named: entries from further up
Structure: Cc1cc(/C([O-])=C(/C(=S)Nc2ccc(F)cc2)[n+]2ccccc2)c(C)n1Cc1ccccc1Cl
  CaV13 ICDI inh = -6; ABCB6 inh MLPCN = 91; Exocytosis inh = 0; MC4R antag cAMP = 0; PDI inh = -35; HTR2A ag = 0; Glyco luc inh = -5; MC4R barr agon = -2.0; Cardio protect = -4; ABHD5 PLIN5 PPI = -15
Structure: Cc1cc(OCC(=O)N2CCC[C@@H]2C(=O)O)c2c(C)c(C)c(=O)oc2c1
  CaV13 ICDI inh = /; ABCB6 inh MLPCN = 99; Exocytosis inh = -10; MC4R antag cAMP = 6; PDI inh = /; HTR2A ag = -1; Glyco luc inh = 2; MC4R barr agon = 1.4; Cardio protect = -2; ABHD5 PLIN5 PPI = -1
